Assay outcomes: PubChem, The Scripps Research Institute Molecular Screening Center
ULK1 primary = blocks human autophagy kinase ULK1; O75385; actives 1.9% (n = 30,000); inhibition, % at 5.96 µM; AID 1259251; AlphaScreen Atg13 phosphorylation by ULK1, luminescence; in the data active = inhibition above about 43%;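 note: 0% = median of compound wells and 100% = no enzyme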
Target sequence (O75385 whole entry, looked up): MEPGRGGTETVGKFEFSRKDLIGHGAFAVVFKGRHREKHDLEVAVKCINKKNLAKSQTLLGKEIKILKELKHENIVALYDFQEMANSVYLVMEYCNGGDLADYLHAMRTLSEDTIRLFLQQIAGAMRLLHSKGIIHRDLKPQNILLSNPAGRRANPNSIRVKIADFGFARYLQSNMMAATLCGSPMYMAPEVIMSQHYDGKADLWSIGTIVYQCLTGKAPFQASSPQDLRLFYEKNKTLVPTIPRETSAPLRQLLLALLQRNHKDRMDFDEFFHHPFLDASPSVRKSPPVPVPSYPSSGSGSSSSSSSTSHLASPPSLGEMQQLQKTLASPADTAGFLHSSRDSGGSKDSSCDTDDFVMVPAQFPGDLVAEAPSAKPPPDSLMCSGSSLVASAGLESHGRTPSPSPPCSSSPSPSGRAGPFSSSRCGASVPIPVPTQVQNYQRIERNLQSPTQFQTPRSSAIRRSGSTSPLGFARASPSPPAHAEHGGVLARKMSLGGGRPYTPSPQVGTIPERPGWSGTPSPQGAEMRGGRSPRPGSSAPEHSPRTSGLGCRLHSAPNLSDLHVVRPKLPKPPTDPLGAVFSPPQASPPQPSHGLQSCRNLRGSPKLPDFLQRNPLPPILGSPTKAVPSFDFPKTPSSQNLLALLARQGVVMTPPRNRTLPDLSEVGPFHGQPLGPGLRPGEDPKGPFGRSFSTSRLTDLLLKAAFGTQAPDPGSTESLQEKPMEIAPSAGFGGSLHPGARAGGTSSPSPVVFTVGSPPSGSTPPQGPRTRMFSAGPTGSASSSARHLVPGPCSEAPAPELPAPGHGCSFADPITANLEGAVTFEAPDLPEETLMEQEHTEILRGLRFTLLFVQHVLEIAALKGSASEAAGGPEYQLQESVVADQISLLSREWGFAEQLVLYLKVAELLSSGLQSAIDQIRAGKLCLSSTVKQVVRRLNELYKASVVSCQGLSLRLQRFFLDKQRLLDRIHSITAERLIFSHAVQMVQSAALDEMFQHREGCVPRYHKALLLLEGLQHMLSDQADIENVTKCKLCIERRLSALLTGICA
ASK1 inh = human ASK1 kinase inhibition, primary screen. Q99683. AlphaScreen MKK6 phosphorylation by ASK1, luminescence. inhibition, % at 7.44 µM. actives 0.99% (n = 22,000). AID 1159602; in the data active = inhibition above about 35%;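 note: 0% = median of compound wells and 100% = no enzyme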
Active calls of the source: *; . = no result given; & = joins results of further samples.

1) CCCNc1ncnc2c1nc(-c1ccc(OC)nc1)n2C(C)C
2) CC(C)N(CCNC(=O)c1csc(-c2cccs2)n1)C(C)C
3) COC(CNc1ncc(-c2cc3ccccc3s2)cn1)OC
4) OC1CCN(c2cc(-c3ccccc3F)nc(-c3cccnc3)n2)CC1
5) O=C(NCCOc1ccccc1)c1cccc(-c2csc3ccccc23)n1
6) Cc1nc(Nc2cc(Nc3ccccc3S(=O)(=O)NC(C)C)c(C(F)(F)F)cn2)cc(-c2cncnc2)n1
assay / compound | 1 | 2 | 3 | 4 | 5 | 6
ULK1 primary | 3.7 | 4.0 | 0.4 | 5.1 | -14.0 | 45.0*
ASK1 inh | 0.7 | 10.8 | . | . | -14.1 | -1.4

7) Cc1cc(NCc2nc3ccccc3[nH]2)nc(Nc2nccc3ccccc23)n1
8) Nc1cc(N2CCCC2)ccc1[N+](=O)[O-]
9) COC(=O)c1sc(SC)nc1Nc1ccnc(Nc2ccc(N3CCOCC3)cc2OC)c1
10) O=C(Nc1ccc(-n2ncc3ccc(-c4nn[nH]n4)cc32)cc1)c1ccccc1
11) Cc1nc(C)n(-c2ccc(Nc3ncc(F)c(-c4cc(F)cc(N5CCN(C)CC5)c4)n3)cc2)n1
12) COc1ccc(-c2nc3c(NCc4nc5ccccc5[nH]4)ncnc3n2C(C)C)cn1
assay / compound | 7 | 8 | 9 | 10 | 11 | 12
ULK1 primary | -0.8 | 8.0 | 10.2 | -0.5 | 0.3 | -9.9
ASK1 inh | -11.8 | . | 16.0 | 12.4 | 9.3 | -20.7

13) NC(=O)c1ccc(-c2cc(NCCOc3ccccc3)ncn2)cc1
14) O=C(NCCO)c1csc(N2CCN(c3ccccn3)CC2)n1
15) Nc1cccc(-c2cc(C(=O)Nc3ccccc3)ccn2)c1
16) c1ccc(-c2nc3ncnc(NCc4nc5ccccc5[nH]4)c3[nH]2)cc1
17) O=C(COc1cccc2ccc(N3CCN(C(=O)c4ccco4)CC3)nc12)Nc1ccc(Cl)cc1
18) COc1ccc(CCNC(=O)c2cccc(-c3ccc(C(N)=O)cc3)c2)cc1
assay / compound | 13 | 14 | 15 | 16 | 17 | 18
ULK1 primary | -8.8 | -3.1 | -6.4 | -2.3 | -4.9 | -6.2
ASK1 inh | -18.8 | 2.5 | -7.3 | -0.3 | . | -21.0

19) c1ccc(OCCNc2cc(-c3csc4ccccc34)ncn2)cc1
20) O=C(NCC(O)c1ccc(Cl)cc1)c1cn(-c2ccncc2)nn1 (configuration not stated)
21) OCC1CCCN1c1nc2ncnc(NCc3cccnc3)c2[nH]1 (configuration not stated)
22) COCCNC(=O)c1ccc2c(c1)CC(c1nc3ncc(-c4ccnc(N)n4)cc3[nH]1)CO2 (configuration not stated)
23) Cc1cnc(N2CCN(Cc3ccc4c(c3)OCO4)CC2)nc1Nc1ccc(N2CCOCC2)cc1
24) COc1cc(Nc2nc(Nc3ccccc3)nc3c2ncn3CCN2CCCC2=O)cc(OC)c1OC
assay / compound | 19 | 20 | 21 | 22 | 23 | 24
ULK1 primary | -37.0 | 4.8 | 4.2 | 31.5 | -8.8 | -7.8
ASK1 inh | -4.9 | 1.6 | -2.1 | 26.6 | 9.9 | -7.2

25) Nc1cccc2c1CN(C1CCC(=O)NC1=O)C2=O (configuration not stated)
26) Cc1ncn(-c2ccc(Nc3nccc(-c4cc(F)cc(-c5c(C)n[nH]c5C)c4)n3)cc2)n1
27) COc1cc(NC(=O)c2cnc(-c3ccc(C(N)=O)cc3)s2)cc(OC)c1OC
28) Cc1cc(O)cc2c1O[C@@](C)(CCC[C@@H](C)CCC[C@@H](C)CCCC(C)C)CC2
29) Cc1cc(Nc2ccc(N3CCOCC3)cc2)nc(Nc2ccc(N3CCOCC3)cc2)n1
30) Cn1nccc1Nc1nc(C(=O)NCCN2CCOCC2)cs1
assay / compound | 25 | 26 | 27 | 28 | 29 | 30
ULK1 primary | 5.6 | -12.0 | -6.3 | -12.1 | 2.2 | -2.6
ASK1 inh | . | 27.3 | -5.3 | . | 31.9 | -9.6

31) O=C1CCCN1CCn1cnc2c(NCCN3CCOCC3)nc(Nc3ccncn3)nc21
32) Clc1ccc2c(c1)Nc1ccccc1S2
33) Nc1nc(Nc2ccc(C(F)(F)F)cc2)nc2nc[nH]c12
34) COc1cc(Nc2nc(NCCCN3CCCC3=O)c3ncn(-c4ccccc4)c3n2)cc(OC)c1OC
35) CC(C)N(CCNC(=O)c1ccc2nc(Nc3ccc(N4CCOCC4)cc3)sc2c1)C(C)C
36) OC(CNC12CC3CC(CC(C3)C1)C2)COc1ccccc1 (configuration not stated)
assay / compound | 31 | 32 | 33 | 34 | 35 | 36
ULK1 primary | -4.8 | 20.2 | -3.0 | -8.1 | 9.4 | 8.4
ASK1 inh | -21.0 | . | -5.5 | 22.9 | 3.3 | .

37) O=C(NCCN1CCOCC1)c1cccc(-n2ncc3ccc(Br)cc32)c1
38) CCCNc1nc(-c2c(C)noc2C)ncc1C
39) O=C(NCCCN1CCOCC1)c1cc(-n2ncc3cc(Nc4c(Cl)cccc4Cl)ccc32)cc(C(F)(F)F)c1
40) O=c1c(O)c(-c2ccc(O)c(O)c2)oc2cc(O)cc(O)c12
41) COC(=O)C1CCN(C(=O)c2ccc(COc3cccc4c3OC(C)(C)C4)cc2)CC1
42) COC(=O)CCC1(C(=O)O)CCOC(C)(C)C1 (configuration not stated)
assay / compound | 37 | 38 | 39 | 40 | 41 | 42
ULK1 primary | -1.4 | 6.0 | -9.6 | 46.1* | -2.5 | -4.1
ASK1 inh | -9.6 | -4.8 | 9.2 | . | . | .

43) Cc1cnc(NCCCN2CCCC2=O)nc1NCc1cccc(C(F)(F)F)c1
44) COc1cc2nc(Nc3nc4ccccc4n3C)nc(Nc3ccc(N4CCOCC4)cc3)c2cc1OC
45) O=C(NCc1ccccc1)c1ccnc(-c2ccc(C(=O)NC3CC3)cc2)c1
46) COc1cc(Nc2nc(-c3csc4ccccc34)nc3c2ncn3C2CCCCC2)cc(OC)c1OC
47) CCOc1ccc(CN2CCC(C(=O)NCC3CCCO3)CC2)cc1 (configuration not stated)
48) O=S(=O)(O)c1ccc2c(N=Nc3ccc(S(=O)(=O)O)c4ccccc34)c(O)c(S(=O)(=O)O)cc2c1
assay / compound | 43 | 44 | 45 | 46 | 47 | 48
ULK1 primary | -4.5 | -12.6 | 3.0 | -6.0 | 2.7 | 18.8
ASK1 inh | -5.6 | 67.4* | 1.6 | 24.1 | . | .

Laid out differently: results already given.
| # | molecule | ULK1 primary | ASK1 inh |
| --- | --- | --- | --- |
| 31 | O=C1CCCN1CCn1cnc2c(NCCN3CCOCC3)nc(Nc3ccncn3)nc21 | -4.8 | -21.0 |
| 32 | Clc1ccc2c(c1)Nc1ccccc1S2 | 20.2 | . |
| 33 | Nc1nc(Nc2ccc(C(F)(F)F)cc2)nc2nc[nH]c12 | -3.0 | -5.5 |
| 34 | COc1cc(Nc2nc(NCCCN3CCCC3=O)c3ncn(-c4ccccc4)c3n2)cc(OC)c1OC | -8.1 | 22.9 |
| 35 | CC(C)N(CCNC(=O)c1ccc2nc(Nc3ccc(N4CCOCC4)cc3)sc2c1)C(C)C | 9.4 | 3.3 |
| 36 | OC(CNC12CC3CC(CC(C3)C1)C2)COc1ccccc1 (configuration not stated) | 8.4 | . |
| 37 | O=C(NCCN1CCOCC1)c1cccc(-n2ncc3ccc(Br)cc32)c1 | -1.4 | -9.6 |
| 38 | CCCNc1nc(-c2c(C)noc2C)ncc1C | 6.0 | -4.8 |
| 39 | O=C(NCCCN1CCOCC1)c1cc(-n2ncc3cc(Nc4c(Cl)cccc4Cl)ccc32)cc(C(F)(F)F)c1 | -9.6 | 9.2 |
| 40 | O=c1c(O)c(-c2ccc(O)c(O)c2)oc2cc(O)cc(O)c12 | 46.1* | . |
| 41 | COC(=O)C1CCN(C(=O)c2ccc(COc3cccc4c3OC(C)(C)C4)cc2)CC1 | -2.5 | . |
| 42 | COC(=O)CCC1(C(=O)O)CCOC(C)(C)C1 (configuration not stated) | -4.1 | . |
| 43 | Cc1cnc(NCCCN2CCCC2=O)nc1NCc1cccc(C(F)(F)F)c1 | -4.5 | -5.6 |
| 44 | COc1cc2nc(Nc3nc4ccccc4n3C)nc(Nc3ccc(N4CCOCC4)cc3)c2cc1OC | -12.6 | 67.4* |
| 45 | O=C(NCc1ccccc1)c1ccnc(-c2ccc(C(=O)NC3CC3)cc2)c1 | 3.0 | 1.6 |

(next part)
49) CN1CCC(Oc2ccc(C(=O)Nc3ccc4[nH]ncc4c3)cn2)CC1
50) CC(C)n1c(-c2ccc(C(=O)NC3CC3)cc2)nc2c(N)ncnc21
51) O=C(NCCOc1ccccc1)c1cccc(NC2CCC(O)CC2)n1 (configuration not stated)
52) Fc1cc(-c2ccnc(Nc3ccc(-n4cnc(N5CCOCC5)n4)cc3)n2)cc(N2CCOCC2)c1
53) Cc1cnc(Nc2ccncc2)nc1NCc1ccccc1
54) O=C(O)c1c2c(nc3ccccc13)CCN(S(=O)(=O)c1ccccc1)C2
assay / compound | 49 | 50 | 51 | 52 | 53 | 54
ULK1 primary | -0.8 | 3.1 | 6.4 | 5.3&-2.8 | 16.7 | -3.0
ASK1 inh | 1.5 | 2.2 | -10.0 | 23.9&33.1 | 7.4 | .

55) CCNc1cccc(C(=O)NCCc2ccc(O)cc2)n1
56) CCCn1c(=O)c2[nH]cnc2n(-c2ccc(Cl)cc2)c1=O
57) Cc1cnc(Nc2ccc3ncccc3c2)nc1NCCOc1ccccc1
58) NNC(=O)c1cccc(-n2ncc3cc(Nc4ccccc4F)ccc32)c1
59) O=C(NCCN1CCOCC1)c1csc(Oc2ccccc2)n1
60) CC(C)n1c(NCCN2CCOCC2)nc2c(NCCc3ccc(O)cc3)ncnc21
assay / compound | 55 | 56 | 57 | 58 | 59 | 60
ULK1 primary | -1.9 | 3.4 | 33.0 | -0.5 | 3.8 | 7.5
ASK1 inh | -15.9 | . | -1.4 | -11.3 | -16.7 | 0.9

The last two compounds of the section above lead into the next:
59) O=C(NCCN1CCOCC1)c1csc(Oc2ccccc2)n1
60) CC(C)n1c(NCCN2CCOCC2)nc2c(NCCc3ccc(O)cc3)ncnc21
61) COc1cccc(OCc2nc3ccc(-c4ccnc(N)n4)cc3[nH]2)c1
62) CN(C)c1cccc(Nc2ccc(-n3cc(CC(=O)Nc4ccc(N5CCOCC5)cc4)c4ccccc43)nn2)c1
63) c1ccc(Oc2ccc(Nc3nc(N4CCc5ccccc5C4)nc4nc[nH]c34)cc2)cc1
64) CCNc1nc(C(=O)Nc2ccc3c(c2)OCO3)cs1
65) COc1cc(NC(=O)Cc2cn(-c3ccc(N4CCCC4CO)nn3)c3ccccc23)cc(OC)c1OC (configuration not stated)
66) c1ccc(-c2ncn(-c3ccc(Nc4nccc(-c5cccc(N6CCOCC6)c5)n4)cc3)n2)cc1
assay / compound | 59 | 60 | 61 | 62 | 63 | 64 | 65 | 66
ULK1 primary | 3.8 | 7.5 | 62.1* | 15.2 | 2.2 | 5.5 | -3.5 | -17.8
ASK1 inh | -16.7 | 0.9 | 10.1 | 43.7* | 27.6 | 8.9 | -2.5 | 2.8

67) c1ccc(Nc2cc(Nc3ccccc3)ncn2)cc1
68) Cc1ccc(C(=O)CCC(=O)O)cc1C
69) CC(=O)N1CCN(c2ccc(NC(=S)NC(=O)c3ccc(C)cc3)cc2)CC1
70) COc1ccc2c(c1)CC(c1nc(Nc3ccc4cnccc4c3)c3ccccc3n1)CO2 (configuration not stated)
71) COc1ccc(-c2nc(N)c3ncn(-c4ccsc4)c3n2)cc1
72) N#Cc1cc(-c2ccnc(Nc3ccc(N4CCOCC4)cc3)n2)cc(N2CCOCC2)c1
assay / compound | 67 | 68 | 69 | 70 | 71 | 72
ULK1 primary | 12.9 | -5.6 | 7.2 | 10.2 | -9.9 | 3.1
ASK1 inh | 7.9 | . | . | -5.1 | 2.3 | 31.0

73) CCC(=O)Nc1ccc2nc(SCC(=O)N3CCOCC3)sc2c1
74) O=C(O/N=C/c1ccc(F)cc1)c1cccnc1C(F)(F)F
75) FC(F)(F)c1ccc(Nc2nc(NCc3cccnc3)c3ncn(C4CCCCC4)c3n2)cc1
76) CN(C)c1cccc(Nc2cccc(C(=O)NCc3cccnc3)n2)c1
77) CN(C)CCOc1cc(-c2ccnc(N)n2)ccc1NC(=O)[C@@H]1Cc2cc(F)ccc2CN1
78) Cc1cc(NCCc2ccc(O)cc2)nc(Nc2ccc(N3CCOCC3)cc2)n1
assay / compound | 73 | 74 | 75 | 76 | 77 | 78
ULK1 primary | 0.0 | 2.9 | 13.6 | 2.9 | 5.4&2.8 | 7.6
ASK1 inh | . | . | 10.8 | -5.7 | 16.0&9.9 | 34.5

79) O=C1CCCN1CCCNc1nc(N2CCN(c3ccccn3)CC2)nc2c1ncn2CCN1CCCC1=O
80) Cc1cccn2c(=O)c3c(nc12)CCN(C(=O)Cc1cc(F)cc(F)c1)C3
81) COc1ccc(CCNc2nc(-c3cccs3)nc3c2ncn3-c2ccsc2)cc1
82) O=C(NC1CCN(Cc2ccccc2)CC1)C1CCN(c2ccc(Nc3ccncn3)nn2)CC1
83) COc1ccc(CCNc2nc(Nc3ccccc3)nc3nc[nH]c23)cc1
84) COc1ccc(-c2nc3ccc(C(=O)NC4CC4)cc3s2)cc1
assay / compound | 79 | 80 | 81 | 82 | 83 | 84
ULK1 primary | -3.5 | 5.6 | -33.2 | -2.2 | 4.3 | -18.3
ASK1 inh | 6.7 | . | 4.5 | -7.6 | 22.1 | 10.2

85) COc1cc(NC(=O)c2csc(Nc3ccccc3)n2)cc(OC)c1OC
86) O=C1CCCN1CCn1cnc2c(NCc3cccc(C(F)(F)F)c3)nc(Nc3ccc(-n4ccnc4)cc3)nc21
87) c1ccc(Oc2ccc(Nc3nc(N4CCc5ccccc5C4)nc4c3ncn4C3CCCCC3)cc2)cc1
88) COc1ccc(Nc2cc(-c3cccnc3)nc(C)n2)cc1
89) Cc1cnc(NCc2cccnc2)nc1Nc1ccc(N2CCOCC2)cc1
90) Cc1ccc2[nH]c(C(=O)O)c(C=O)c2c1
assay / compound | 85 | 86 | 87 | 88 | 89 | 90
ULK1 primary | 10.1 | -8.7 | 7.2 | -7.6 | -1.8 | -0.1
ASK1 inh | 14.9 | -7.5 | 19.4 | . | 2.5 | .
